RGS4-Gao reg = modulates binding of RGS4 to human Galphao. P09471. Multiplexed bead flow cytometry; actives lie on both sides. binding response (% of control), % at 10 µM. 220,000 compounds, 0.33% hits. AID 1415; in the data active = binding response below about 49% or above about 150%; inactive = in between;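 note: fluorescent Galphao activated with aluminum fluoride binding bead-coupled RGS4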
Bcl-2 Bim block = inhibitors of Bim-Bcl-2 interaction, human | inhibition, % at 10 µM | P10415 | Bead-based flow cytometry, Bim peptide-Bcl-2 binding | 190,000 compounds, 0.06% hits; in the data active = inhibition above about 40%; inconclusive = no clear call, values can overlap the other calls;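 note: 0% = no compound wells with probe peptide and 100% = reference peptide inhibitor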
RGS7-Gao reg = modulates binding of RGS7 to human Galphao; P09471; 220,000 compounds, 0.35% hits; Multiplexed bead flow cytometry; actives lie on both sides; binding response (% of control), % at 10 µM; in the data active = binding response below about 49% or above about 150%; inconclusive = no clear call, values can overlap the other calls; inactive = in between;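 note: fluorescent Galphao held in activated GDP-AlF4 state binding bead-coupled RGS7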
Bim-Bcl-B = inhibitors of Bim-Bcl-B interaction, human; inhibition, % at 10 µM; AID 951; 190,000 compounds, 0.073% hits; Q9HD36; bead-based flow cytometry, Bim peptide-Bcl-B binding;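 note: 0% = tracer peptide without compound and 100% = reference inhibitor peptide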
RGS8-Gao = human RGS8-Galphao interaction regulation; response (percent of control binding), % at 10 µM; P09471; 220,000 compounds, 0.34% hits; multiplexed bead flow cytometry, RGS8-Galphao binding; actives lie on both sides; in the data active = response below about 60% or above about 140%; inactive = in between;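 note: Galphao activated as the GDP aluminium fluoride complex binding bead-coupled RGS8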
ABCB1 block = inhibitors of human ABCB1 transporter, ABCG2 counter-screen; 190,000 compounds, 0.067% hits; AID 1326; CCRF-Adr cells, JC-1 efflux, flow cytometry; inhibition, % at 6.6 µM; P08183; in the data active = inhibition above about 40%;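 note: 0% = vehicle and 100% = reference inhibitor; higher value means more JC-1 retained so stronger ABCB1 efflux block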
Target sequence (P08183 whole entry, looked up): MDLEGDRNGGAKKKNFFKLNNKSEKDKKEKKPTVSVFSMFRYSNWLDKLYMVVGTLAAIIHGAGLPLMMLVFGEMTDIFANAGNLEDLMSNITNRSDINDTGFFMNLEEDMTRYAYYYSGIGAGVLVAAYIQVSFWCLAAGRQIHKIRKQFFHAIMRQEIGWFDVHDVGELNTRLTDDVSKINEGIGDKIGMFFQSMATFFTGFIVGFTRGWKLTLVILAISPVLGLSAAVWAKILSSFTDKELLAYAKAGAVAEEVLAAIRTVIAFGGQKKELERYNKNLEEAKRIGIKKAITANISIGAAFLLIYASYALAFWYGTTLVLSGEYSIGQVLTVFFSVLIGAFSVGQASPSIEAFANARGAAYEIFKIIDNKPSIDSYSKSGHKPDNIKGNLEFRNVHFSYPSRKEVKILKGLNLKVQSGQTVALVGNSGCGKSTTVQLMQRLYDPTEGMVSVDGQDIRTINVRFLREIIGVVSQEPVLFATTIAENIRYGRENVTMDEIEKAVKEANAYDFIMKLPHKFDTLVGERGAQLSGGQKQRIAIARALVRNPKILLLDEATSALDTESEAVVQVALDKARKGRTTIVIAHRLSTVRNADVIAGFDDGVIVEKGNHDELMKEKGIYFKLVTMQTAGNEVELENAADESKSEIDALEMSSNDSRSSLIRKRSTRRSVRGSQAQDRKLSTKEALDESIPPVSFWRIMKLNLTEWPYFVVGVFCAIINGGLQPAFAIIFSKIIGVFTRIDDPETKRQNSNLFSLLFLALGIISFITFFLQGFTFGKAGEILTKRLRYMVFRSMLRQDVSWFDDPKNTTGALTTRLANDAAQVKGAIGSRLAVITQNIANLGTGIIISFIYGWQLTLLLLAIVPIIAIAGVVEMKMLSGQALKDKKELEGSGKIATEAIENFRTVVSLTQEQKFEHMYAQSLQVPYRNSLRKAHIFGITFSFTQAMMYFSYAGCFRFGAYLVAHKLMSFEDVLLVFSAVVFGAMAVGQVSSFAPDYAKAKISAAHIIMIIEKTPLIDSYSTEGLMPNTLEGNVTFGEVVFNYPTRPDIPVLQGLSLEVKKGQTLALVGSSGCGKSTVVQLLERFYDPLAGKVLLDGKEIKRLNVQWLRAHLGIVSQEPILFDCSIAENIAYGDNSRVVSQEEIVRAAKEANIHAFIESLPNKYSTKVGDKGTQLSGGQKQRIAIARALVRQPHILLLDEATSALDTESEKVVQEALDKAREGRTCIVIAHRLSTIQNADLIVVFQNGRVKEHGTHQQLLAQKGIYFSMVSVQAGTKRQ
Bim-Mcl-1 = inhibitors of Bim-Mcl-1 interaction, human. Q07820. Bead-based flow cytometry, Bim peptide-Mcl-1 binding. inhibition, % at 10 µM. 190,000 compounds, 0.1% hits;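 note: 0% = no compound tracer wells and 100% = peptide blocker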
Bim-Bcl-XL = human Bim-Bcl-XL interaction inhibition; Q07817; Bim peptide-Bcl-XL binding, bead flow cytometry, fluorescence; inhibition, % at 10 µM; 190,000 compounds, 0.04% hits
ABCG2 block = inhibitors of human ABCG2 transporter, ABCB1 counter-screen | Q9UNQ0 | IgMXP3 cells, JC-1 efflux, flow cytometry | inhibition, % at 6.6 µM | 190,000 compounds, 0.1% hits | AID 1325;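 active = inhibition above 80%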;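 note: 0% = DMSO and 100% = nicardipine control wells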
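Test system: IgMXP3 (ABCG2) plus far-red-tagged CCRF-Adr (ABCB1) cells / Amount: 3 million cells/mL in well / Reagent: JC-1 transporter substrate / Timing: 10 min compound exposure, 25 °C / Signal: flow cytometry, 530 nm JC-1 signal / Read-out: percent efflux inhibition, scaled nicardipine 100% to DMSO 0% / Benchmarks: nicardipine as high control, DMSO as low control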
Bim-Bfl-1 = disrupts Bim binding to human Bfl-1 | Q16548 | Bead-based flow cytometry, Bim-Bfl-1 binding inhibition | inhibition, % at 10 µM | 190,000 compounds, 0.12% hits | AID 1008;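 note: 0% = wells without compound plus tracer and 100% = blocker peptide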
Bcl-W Bim block = disrupts Bim peptide binding to human Bcl-W; Q92843; bead-based flow cytometry; inhibition, % at 10 µM; 190,000 compounds, 0.02% hits; AID 952;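 note: 0% = bound tracer without compound and 100% = peptide blocker; higher means less fluorescent Bim peptide bound to Bcl-W beads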
Starred values were filed as active, the others as inactive; u = inconclusive; & = joins results of further samples. Cut-off read from the data, not from the text of the source, unless noted: active = inhibition above about 40%.

The first eight entries, ahead of the listing:
1. N#Cc1ccccc1OCC(=O)NC(N)=O
2. OCCOCCNc1ncnc2sc(-c3ccccc3)cc12
3. CCOC(=O)c1ccc(NC(=O)CSc2nc3cccnc3n2C)cc1
4. Cc1cccc(CCNC(=O)C2CCN(S(=O)(=O)c3ccccc3)CC2)c1
5. COc1ccccc1C(=O)N1CCN(C2CCN(Cc3ccccc3)CC2)CC1
6. Cc1cccc(NC(=O)C(CC(C)C)NC(=O)C2CCC(C)CC2)n1 (stereo not drawn)
7. O=C(Cn1cnc2c(nnn2-c2ccccc2)c1=O)N1CCCc2ccccc21
8. O=S(=O)(N/N=C\c1c(F)cccc1Cl)c1ccc(Cl)cc1
Screen / compound no.,1,2,3,4,5,6,7,8
RGS4-Gao reg,100,100,97,98,104,99,102,103
Bcl-2 Bim block,-10,-10,-4,0,-6,2,-8,0
RGS7-Gao reg,99,99,101,103,98,107,99,104
Bim-Bcl-B,-7,-10,-4,-1,-3,0,-13,-9
RGS8-Gao,104,100,103,85,111,102,99,101
ABCB1 block,0.1,0.6,0.8,0.2,-0.1,0.0,0.1,0.4
Bim-Mcl-1,-4,-5,-3,2,-8,0,-5,0
Bim-Bcl-XL,-3,-10,-7,-6,0,-1,-12,-1
ABCG2 block,1,27,2,2,1,-1,1,0
Bim-Bfl-1,-8,-15,-1,0,-6,1,-12,-2
Bcl-W Bim block,-1,-6,-4,0,-3,-2,-9,3

The list itself, from the first entry:
1. N#Cc1ccccc1OCC(=O)NC(N)=O
2. OCCOCCNc1ncnc2sc(-c3ccccc3)cc12
3. CCOC(=O)c1ccc(NC(=O)CSc2nc3cccnc3n2C)cc1
4. Cc1cccc(CCNC(=O)C2CCN(S(=O)(=O)c3ccccc3)CC2)c1
5. COc1ccccc1C(=O)N1CCN(C2CCN(Cc3ccccc3)CC2)CC1
6. Cc1cccc(NC(=O)C(CC(C)C)NC(=O)C2CCC(C)CC2)n1 (stereo not drawn)
7. O=C(Cn1cnc2c(nnn2-c2ccccc2)c1=O)N1CCCc2ccccc21
8. O=S(=O)(N/N=C\c1c(F)cccc1Cl)c1ccc(Cl)cc1
9. CCOC(=O)c1nnn(-c2nonc2N)c1CSc1ccccc1
10. COc1cc2c(cc1OC)C(c1cccc([N+](=O)[O-])c1)N(C(=O)c1ccc(F)cc1)CC2 (stereo not drawn)
Screen / compound no.,1,2,3,4,5,6,7,8,9,10
RGS4-Gao reg,100,100,97,98,104,99,102,103,100,101
Bcl-2 Bim block,-10,-10,-4,0,-6,2,-8,0,-6,-12
RGS7-Gao reg,99,99,101,103,98,107,99,104,100,103
Bim-Bcl-B,-7,-10,-4,-1,-3,0,-13,-9,-9,-10
RGS8-Gao,104,100,103,85,111,102,99,101,100,103
ABCB1 block,0.1,0.6,0.8,0.2,-0.1,0.0,0.1,0.4,1.1,3.1
Bim-Mcl-1,-4,-5,-3,2,-8,0,-5,0,-2,-5
Bim-Bcl-XL,-3,-10,-7,-6,0,-1,-12,-1,6,-3
ABCG2 block,1,27,2,2,1,-1,1,0,3,4
Bim-Bfl-1,-8,-15,-1,0,-6,1,-12,-2,-11,-13
Bcl-W Bim block,-1,-6,-4,0,-3,-2,-9,3,-1,0

11. CNC(=S)N1CCN(CCNC2=CC(=O)CC(C)(C)C2)CC1
12. Cc1nn(CC(=O)Nc2cccnc2)c(C)c1[N+](=O)[O-]
13. Cn1nnnc1SCC(=O)Nc1nc(-c2ccccc2)c(-c2ccccc2)o1
14. Cc1nc(C)c(-c2csc(Nc3cccc(O)c3)n2)s1
15. CCOC(=O)c1cnc2cc(C)ccn2c1=O
16. Cc1c(Cl)c([N+](=O)[O-])nn1CCCC(=O)Nc1cc(Oc2ccccc2)cc([N+](=O)[O-])c1
17. CCCCCC(=O)N/N=C/c1cc(Br)c(O)c(OC)c1
18. CCCN(C(=O)c1ccco1)c1nnc(-c2cccc(C)c2)s1
19. COC(=O)c1ccc(C(C(=O)NC2CCCCC2)N(Cc2ccc(F)cc2)C(=O)Cc2cccs2)cc1 (stereo not drawn)
20. CN(C)CCNc1ccc(-c2nn(C)c(=O)c3ccccc23)cc1[N+](=O)[O-]
Screen / compound no.,11,12,13,14,15,16,17,18,19,20
RGS4-Gao reg,108,99,101,102,95,101,115,98,104,100
Bcl-2 Bim block,2,-3,-10,-2,-3,-9,1,-4,0,-1
RGS7-Gao reg,115,103,98,99,97,102,109,101,105,99
Bim-Bcl-B,-1,-3,-7,-6,-11,-8,-9,-3,-4,2
RGS8-Gao,106,103,102,99,98,103,135,100,101,101
ABCB1 block,-0.3,-0.1,0.0,0.3,0.3,1.9,0.0,1.6,8.3,0.7
Bim-Mcl-1,1,-4,-3,2,-4,-1,0,-1,-3,2
Bim-Bcl-XL,0,-3,-7,2,-7,-2,-3,-4,-4,0
ABCG2 block,3,-1,0,1,0,85*,7,14,16,2
Bim-Bfl-1,-2,-7,-9,1,-17,-8,6,-6,0,-2
Bcl-W Bim block,-1,-2,-4,2,-5,-3,0,-4,-3,1

21. COc1ccc(C(=O)C2CCCN(Cc3cccn3-c3ccccn3)C2)cc1F (stereo not drawn)
22. COc1ccc(N2CCN(C(=O)CSc3nnc(Cn4nnc5ccccc54)n3C)CC2)cc1
23. Cc1ccc(NC(=S)N2CCC(C(N)=O)(N3CCCCC3)CC2)c(C)c1
24. C/C(=N\NC(=O)c1ccn(C)n1)c1ccc(NC(=O)C2CCCC2)cc1
25. CC(C)(C)c1ccc(C(=O)NCCC(=O)N2CCN(c3ncccn3)CC2)cc1
26. O=C1/C(=C/c2ccc([N+](=O)[O-])cc2)C=C(c2ccccc2)N1c1ccccc1
27. CN1C2C=C3C(C#N)=C(N)C(C#N)(C#N)[C@@H](c4ccsc4)[C@@H]3C1CC2 (stereo partly drawn)
28. CSCCC(NS(=O)(=O)c1ccc(Cl)cc1)C(=O)OCC(=O)N1CCOCC1 (stereo not drawn)
29. O=c1[nH]ncc(N2CCCCC2)c1Cl
30. COc1ccc(OCCCC(=O)Nc2ccc(N3CCOCC3)cc2)cc1
Screen / compound no.,21,22,23,24,25,26,27,28,29,30
RGS4-Gao reg,98,100,99,98,99,97,103,110&108,109,102
Bcl-2 Bim block,-1,-7,-6,-5,-13,-3,-3,2&-5,0,0
RGS7-Gao reg,96,99,99,100,98,95,99,110&108,110,101
Bim-Bcl-B,-2,-9,-4,-8,-10,2,-7,1&-4,-1,3
RGS8-Gao,99,100,101,98,98,102,101,103&117,107,102
ABCB1 block,0.1,0.5,0.1,0.9,1.1,0.7,0.0,0.3&-0.1,-0.4,-0.5
Bim-Mcl-1,0,0,-6,-2,-7,-1,53*,-2&-1,-1,0
Bim-Bcl-XL,-1,-2,-5,-6,-3,-3,-1,1&-1,-2,-4
ABCG2 block,0,1,0,11,22,2,0,0&-1,-1,-1
Bim-Bfl-1,-1,-10,-8,-12,-22,0,-6,-1&-7,0,-2
Bcl-W Bim block,0,0,-2,-2,-2,-3,1,0&-4,-1,1

31. O=C(Nc1ccc(Cl)c([N+](=O)[O-])c1)c1cnccn1
32. C#CCOCCOCCOCCNc1nc(N2CCN(C(=O)[C@H]([C@@H](C)CC)n3cc([C@@H](N)Cc4ccc(O)cc4)nn3)CC2)nc(N2CCN(C(=O)[C@H](CCCCN)n3cc([C@@H](N)C(C)CC)nn3)CC2)n1 (stereo partly drawn)
33. CCN1C(=O)/C(=C/C=C2/Sc3ccc4ccccc4c3N2CCO)SC1=S
34. COc1ccc(-c2cc(C(=O)Nc3cc(C)on3)no2)cc1
35. COc1ccc(C(=O)Nc2ccc3oc(Cc4ccc(Cl)cc4)nc3c2)cc1OC
36. Cc1cc(C)cc(Nc2cc(=O)n(C3CCCCC3)c(=O)[nH]2)c1
37. COCC(=O)NC(c1ccccc1)c1ccccc1
38. O=C(CSc1nc2ccccc2o1)N1c2ccccc2Sc2ccc(C(F)(F)F)cc21
39. CC1CCN(S(=O)(=O)c2ccc3c(c2)oc(=O)n3CC(=O)NCc2ccc3c(c2)OCO3)CC1
40. CCOc1ccccc1N1CCN(S(=O)(=O)c2ccc3c4c(cccc24)C(=O)N3)CC1
Screen / compound no.,31,32,33,34,35,36,37,38,39,40
RGS4-Gao reg,87,103,113,101,96,102,103,106,97,94
Bcl-2 Bim block,1,-7,-11,-1,-7,-5,-3,-5,-6,-8
RGS7-Gao reg,78,100,126,u,103,103,102,106,96,93
Bim-Bcl-B,1,-4,-11,-3,-9,0,0,-7,-7,-12
RGS8-Gao,91,103,86,101,99,102,103,102,91,98
ABCB1 block,-0.8,-0.2,0.1,1.3,0.8,0.6,1.6,0.6,0.0,-0.6
Bim-Mcl-1,-3,-1,-6,0,0,-1,-4,-3,-3,-2
Bim-Bcl-XL,0,0,-6,0,-4,-1,-12,-6,-5,-8
ABCG2 block,4,-1,-8,0,0,2,2,4,-2,24
Bim-Bfl-1,1,-3,-2,-7,-11,0,-1,-14,-3,-15
Bcl-W Bim block,0,-1,-2,0,-2,-1,-3,-4,-3,-3

41. C(=C\c1cc(/C=C/c2ccccc2)ncn1)/c1ccccc1
42. Cc1ncc(S(=O)(=O)c2ccc(Cl)cc2)c(-c2ccccc2)n1
43. Cc1ccc(C)c2c3c([nH]c12)-c1nonc1CC3
44. O=C(CSc1nnc(-c2ccccc2F)n1CCc1ccccc1)Nc1ccc2[nH]c(=O)[nH]c2c1
45. COCc1nnc(NC(=O)c2ccccc2Oc2ccccc2)s1
46. Cc1nn(-c2ccccc2Cl)c(Cl)c1/C=C(\C#N)C(N)=O
47. CCOC(=O)c1c(NC(=O)C(=O)N/N=C/c2ccccc2OC)sc2c1CCCCC2
48. O=C(NC1CCCCCC1)c1cccnc1Sc1ccc(Cl)cc1
49. CC(=O)c1ccc(NC(=S)Nc2ccc3[nH]c(=O)[nH]c3c2)cc1
50. Cc1ccc(-c2cc(C(=O)O)c3sc(N4CCCCC4)nc3n2)cc1
51. Cc1cc(=O)n2[nH]c(NCc3ccccc3F)nc2n1
52. O=C(CSc1nnc(-c2ccccc2O)n1Cc1ccccc1)NNC(=O)c1ccccc1O
Screen / compound no.,41,42,43,44,45,46,47,48,49,50,51,52
RGS4-Gao reg,99,102,100,104,99,93,102,101,94,101,102,99
Bcl-2 Bim block,-4,-9,0,-10,0,-2,-4,-5,-2,7,-2,-10
RGS7-Gao reg,102,103,101,105,98,99,98,100,95,102,98,102
Bim-Bcl-B,-3,-9,-4,-9,-6,-6,-9,-15,-6,-3,-4,-4
RGS8-Gao,103,100,99,100,98,95,101,99,97,105,103,99
ABCB1 block,0.0,-0.3,0.4,0.3,1.1,-0.7,-0.7,0.8,0.8,-0.1,0.2,-0.7
Bim-Mcl-1,-4,-1,1,-4,1,-5,-5,-27,-2,-8,-1,0
Bim-Bcl-XL,-5,-4,0,-13,-2,-9,-11,-11,-3,-7,-3,-5
ABCG2 block,0,1,4,5,2,5,-3,-1,6,-1,1,-4
Bim-Bfl-1,-2,-19,-2,-13,-3,-4,-6,-3,-3,3,-6,-18
Bcl-W Bim block,-1,0,0,-7,-2,-6,-6,-9,-5,-6,-1,-3

Screens deposited in PubChem by NMMLSC.
